Screening results: PubChem BioAssay, Fisher Drug Discovery Resource Center
mcGAS MS inh: inhibitors of mouse cGAS. Q8C6L5. recombinant mouse cGAS, cGAMP by RapidFire MS. inhibition, % at 12.5 µM. AID 1259397. 130,000 tested, 0.18% active;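 active = inhibition of cGAS enzyme activity at or above 60%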;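 also: enzyme stimulated by 45 bp dsDNA with ATP and GTP substrates; cGAMP share of summed cGAMP plus half ATP and half GTP signals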
Target sequence (Q8C6L5 whole entry, looked up): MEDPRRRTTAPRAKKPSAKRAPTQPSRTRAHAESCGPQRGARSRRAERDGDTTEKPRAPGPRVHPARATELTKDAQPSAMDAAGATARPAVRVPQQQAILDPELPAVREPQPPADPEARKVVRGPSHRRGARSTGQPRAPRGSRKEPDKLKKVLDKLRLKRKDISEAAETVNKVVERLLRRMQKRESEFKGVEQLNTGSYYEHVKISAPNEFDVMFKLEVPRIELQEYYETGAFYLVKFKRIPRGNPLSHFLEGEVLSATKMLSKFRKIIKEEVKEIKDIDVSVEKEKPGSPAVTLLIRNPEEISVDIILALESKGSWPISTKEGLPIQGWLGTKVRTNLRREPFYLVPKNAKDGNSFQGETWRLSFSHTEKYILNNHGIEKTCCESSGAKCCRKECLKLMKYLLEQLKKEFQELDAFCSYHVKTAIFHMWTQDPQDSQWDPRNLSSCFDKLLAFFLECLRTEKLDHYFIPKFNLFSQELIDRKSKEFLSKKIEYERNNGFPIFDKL
* marks the source's active call; other numbers are inactive results; & = joins results of further samples. These rows are one share of the data; count on the stated rates, not on these rows.

SMILES	mcGAS MS inh
CN(Cc1ccc(-n2cccn2)cc1)Cc1sc(N(C)C)nc1Cl	-31.9
CC(=O)N(C(C)=O)c1ccc2c(c1)C(C)(C)C(C)N2C (stereo unspecified)	-2.9
CC(C)Oc1ccc(CN2CCC2(C)C(=O)NCc2ccc3c(c2)OCO3)cc1 (stereo unspecified)	-11.7
O=C1CCC(C(=O)N2CCCC(CO)(Cc3ccc(F)cc3)C2)=NN1 (stereo unspecified)	-4.4
COc1ccc(-c2c3c(=O)n(CCN4CCOCC4)ccc3nc3ncnn23)cc1	-13.2
CN(C)CCN(Cc1ccccc1)C(=O)c1ccc(CSc2nnc3ccccn23)cc1	-0.6
Cc1ccc2nc(C)c(NC(=O)c3ccccc3)c(=O)n2c1	10.5
CC(C)C(=O)Nc1cc2c3c(c1)C(C)C(=O)N3CCC2 (stereo unspecified)	-1.6
Cc1ccc([N+](=O)[O-])cc1NC(=O)c1c(-c2ccccc2Cl)noc1C	1.6
COc1ccc(C=C(C#N)S(=O)(=O)c2cc(Br)ccc2Br)cc1OC	-16.0
O=C(NCc1cccs1)c1cccc2ccccc12	-3.2
Cc1nc(C(C)NC2CCN(C3CC3)CC2)c(C)s1 (stereo unspecified)	-10.0&1.8
CC(=O)NCCNc1nc(C)cc(N(C)C)n1	-2.5
CN1CCC2(CCCN(c3cncc(C(=O)N4CCOCC4)n3)C2)C1 (stereo unspecified)	2.6
Cc1ccccc1SCC(=O)N1CCCN(C)C2(CCN(C)CC2)C1	-35.9
CCc1ncc(C(=O)Nc2c(C)c(CC)nn2-c2ccccc2)cn1	0.0
c1ccc(-c2cnnc(NCC3(N4CCCCC4)CCCC3)n2)cc1	-8.3
O=C(CCN1CCCC(c2ccn[nH]2)C1)Nc1ccccc1 (stereo unspecified)	-3.1
C=CCNC(=O)CN(Cc1ccccc1)C(C)CN1CCOCC1 (stereo unspecified)	-6.9
CCOc1nc(C#N)nc(N2CCOCC2)n1	-5.4
NC(=O)C1CC(C(=O)Nc2nncs2)=NN1c1ccc(F)cc1 (stereo unspecified)	9.0
CCc1ccc(-c2nccn2C(C)CCn2cccn2)o1 (stereo unspecified)	-16.1
C=CC[C@@H]1CC=C[C@@H](C)N1C(=O)CCC(=O)NC1CCCC1	-4.4
CC(C)C1=CC(=NOc2ccc([N+](=O)[O-])cc2[N+](=O)[O-])C=C(C(C)C)C1=O	-9.1
Cc1ncsc1C(=O)N(CC1CCN(C2Cc3ccccc3C2)CC1)CC1CCCO1 (stereo unspecified)	-5.7
COC(=O)c1ccc(-n2[nH]c(C)cc2=O)cc1	-1.2
CS(=O)(=O)c1cccc(NC(=O)COc2cccc(Br)c2)c1	4.3
CN1CCN(Cc2csc(-c3ccoc3)n2)c2ccccc21	-2.4
CCN(CC)CCNC(=O)c1cc(S(C)(=O)=O)ccc1OC	-11.6&-1.3
Cc1ccc(N2C3=[N+](CCCCC3)CC2(O)c2ccc(C)cc2)cc1 (stereo unspecified)	49.5
Cc1cccc(CN2CCN(c3nc(CCN)nc4ccccc34)C(C)C2=O)c1 (stereo unspecified)	-11.7
CC(C)NC(=O)Cn1nnc(-c2ccccc2)c1COc1ccc2ccccc2c1	6.4
CN(CCNC(=O)C(F)(F)F)C(=O)CCCc1cn(S(=O)(=O)c2cccs2)c2ccccc12	4.0
O=C(CC1CNCCO1)N1CCC(c2n[nH]c(=O)n2Cc2ccccc2)CC1 (stereo unspecified)	8.7
Oc1cccc(-c2cn(C(Cn3ccnc3)c3ccccc3)nn2)c1 (stereo unspecified)	-12.5
CC(C)c1nnnn1CC(=O)NC(C#N)c1ccc(C(C)(C)C)cc1 (stereo unspecified)	-9.6
Cc1nc(CCNC(=O)c2cn3c(C)cccc3n2)sc1C	-4.3
CCCC1CCN(CCS(C)(=O)=O)C1 (stereo unspecified)	3.6
O=c1cc(CSc2ccc(C(F)(F)F)cc2[N+](=O)[O-])[nH]c(=O)[nH]1	-8.4
CCn1nnc2c(NCc3ccccc3OC)ncnc21	-15.7
CC(=O)NC(CC(=O)Nc1cc(C)ccn1)c1ccc(Cl)cc1 (stereo unspecified)	1.5
CCOC(=O)c1cnc2cc(OC)ccc2c1OC(=O)c1ccc(Cl)cc1	-6.5
Cc1nc2ccccc2c(=O)n1CC(=O)NCc1nc(-c2ccsc2)no1	-9.3
Clc1cnccn1	-1.4
O=C(c1cc(Cl)c2nc3ccsc3c(=O)n2c1)c1cc(Cl)ccc1O	2.2
CC(=O)NC(C(=O)NC1CC1)C(C)C (stereo unspecified)	-16.8
Cc1ccc(C)c(OCCCC(C)(C)C(=O)O)c1	-5.2&-2.4
CC(NCc1cccc(F)c1)c1ccc2ccccc2c1 (stereo unspecified)	-0.4
Cc1ncccc1C(=O)N1CCOC(Cc2cccc(C(F)(F)F)c2)C1 (stereo unspecified)	-7.1
NC(=O)c1ccnc(N2CC[C@@H](N3CCOCC3)[C@H](O)C2)c1	-62.1
O=C(C(=O)N1CCOCC1)N1CCNCC1	-10.4
O=C(NCCc1csc(-c2ncccn2)n1)C1CC2(CCNCC2)CN1 (stereo unspecified)	-13.6
N#CC1(C#N)C2C=CC(C3C(c4ccccc4)=CC32)C1(C#N)C#N (stereo unspecified)	-8.6
Cc1nc(N2CCc3[nH]nc(C4CCCC4)c3C2)cc(-n2cccn2)n1	4.8
CCCOc1cc(C)c(Cl)cc1S(=O)(=O)NC1CCCCC1	-22.2
COc1ccc(N(CCC(N)=O)C(=O)CCl)cc1	-2.6
Cc1cc(OCC(=O)N2CCC3(CC2)NC(=O)NC3=O)c(C(C)C)cc1Cl	-5.6
O=C(COc1ccc(Br)cc1)N1CCN(S(=O)(=O)Cc2ccccc2)CC1	-5.6
O=C(Nc1ccc(Cl)cc1Cl)N1CCC(N2CC=CC2)CC1	-16.0
CC1CCCCN1C(=O)CN1C(=O)NC(Cc2ccccc2)C1=O (stereo unspecified)	-7.9

(more compounds)
SMILES	mcGAS MS inh
CC(OCC(O)CN)c1ccccc1 (stereo unspecified)	-1.4
O=C(Nc1nncs1)c1cc(-c2cccc(Cl)c2)n[nH]1	0.4
Cn1cc([N+](=O)[O-])cc1C(=O)O	-7.3
CN1C(=O)C2(CCN(C(=O)CCc3cc(=O)[nH]o3)CC2)c2ccccc21	-20.3
Cc1cccc(N=Nc2c(O)[nH]c3ccc([N+](=O)[O-])cc23)c1	-8.5
Cc1ccc(CSCC(=O)N2CCCN(C(N)=O)CC2)cc1	0.4
CC(=O)c1csc(NC(=O)Cn2c3ccccc3c(=O)c3ccccc32)n1	-3.7
Cc1nc(NCCc2cccs2)c2c3c(sc2n1)CCCC3	-6.3
O=C1C2CCCCC2C(=O)N1CN1CCN(S(=O)(=O)c2cccs2)CC1 (stereo unspecified)	0.3
CSc1nc(C(=O)N2CCCC(C(=O)c3ccc(Cl)cc3)C2)cs1 (stereo unspecified)	-1.5
O=C(NCC1(N2CCOCC2)CCCCCC1)c1cn(CCc2ccccc2)nn1	-0.3
Cc1nonc1OCCN1CC(C(=O)O)CC1=O (stereo unspecified)	9.9
CC(C)C(=O)NCc1c(-c2ccccc2)nc2n1CCS2	-7.2
CCc1cnc(NC(=O)c2sccc2-n2cnnn2)s1	-4.3
Oc1ccc(N=Nc2ccc(OC(F)F)cc2)c2cccnc12	-18.0
Cc1c(-c2ccc(C(F)(F)F)cc2)oc2ccccc2c1=O	-1.4
COc1cccc([C@@H]2CCCN(Cc3cc4n(n3)CCCNC4)C2)c1	-11.8
NC(=O)c1nc(-c2ccccc2O)nc2c1[nH]c(=O)n2-c1cccc(Cl)c1	0.3
Cc1cc(C(=O)N2CCC(CO)(CCOc3ccccc3)CC2)no1	-8.4
CN(C)C(CNc1nc2c(c(=O)[nH]c(=O)n2C)n1C)c1ccco1 (stereo unspecified)	-6.7
COc1cc(C)c(C(C)C)cc1S(=O)(=O)NCc1ccc2c(c1)OCO2	-1.9
COCC1CCCN(C(=O)c2ccc(N(C)Cc3ccsc3)nc2)C1 (stereo unspecified)	-3.4
Cn1cccc1C1CCCN1CC(=O)Nc1c(F)cccc1F (stereo unspecified)	-3.4
Cc1cccc(NS(=O)(=O)c2ccc(F)cc2[N+](=O)[O-])c1C	-5.3
C1CCC(CNC2CCCN(Cc3noc(C4CC4)n3)C2)OC1 (stereo unspecified)	-2.4
COc1cc(S(=O)(=O)NCc2ccc3c(c2)OCO3)ccc1Cl	2.2
COC1C=CC(CNC(=O)c2cc3c(=O)n4cccc(C)c4nc3n2C)(OC)O1 (stereo unspecified)	-5.1
C/C=C(/C)C(=O)O[C@@H]1Cc2c(ccc3ccc(=O)oc23)OC1(C)C	-8.3
Cc1cccc(NC(=O)CNC(=O)c2cnc3c(cnn3C(C)C)c2)c1C	-7.1
O=C(O)c1coc(CN(Cc2cccc(F)c2)Cc2ccco2)n1	-5.5
Cn1c(=O)c2cn3c(c2n(C)c1=O)C(c1ccccc1)CC(c1ccccc1)=N3 (stereo unspecified)	-25.3
COCCC1CN(C(=O)c2cc(C)nc(C)n2)CCO1 (stereo unspecified)	-20.3
Clc1ccc(-c2nnc(-c3cccnc3)o2)cc1	-7.2
CC1=NN(C(=O)c2cccs2)C(O)(c2ccccc2)C1 (stereo unspecified)	-12.0
CC(C)N1CCCC(C)(C(=O)Nc2nc3ccccc3[nH]2)C1 (stereo unspecified)	-6.2
CS(=O)(=O)N1CCC(N2CCCC2c2ccccn2)CC1 (stereo unspecified)	-2.4
Cc1oc(C(C)(C)C)cc1C(=O)NCCNc1c(Cl)cccc1[N+](=O)[O-]	-23.9
Cc1cccnc1NC(=O)C1CCCN(C(=O)c2n[nH]c3ccccc23)C1 (stereo unspecified)	-0.3
Cc1nc(N=C(N)NC(=O)N2c3ccccc3Sc3ccccc32)nc2ccccc12	-5.6
C[C@@H]1[C@@H](OC(=O)NCCc2ccccc2)C[C@H]2C[C@@H]1C2(C)C	-10.8

Shown bar-delimited: part of the list above
mol | mcGAS MS inh
CC(C)C(=O)NCc1c(-c2ccccc2)nc2n1CCS2 | -7.2
CCc1cnc(NC(=O)c2sccc2-n2cnnn2)s1 | -4.3
Oc1ccc(N=Nc2ccc(OC(F)F)cc2)c2cccnc12 | -18.0
Cc1c(-c2ccc(C(F)(F)F)cc2)oc2ccccc2c1=O | -1.4
COc1cccc([C@@H]2CCCN(Cc3cc4n(n3)CCCNC4)C2)c1 | -11.8
NC(=O)c1nc(-c2ccccc2O)nc2c1[nH]c(=O)n2-c1cccc(Cl)c1 | 0.3
Cc1cc(C(=O)N2CCC(CO)(CCOc3ccccc3)CC2)no1 | -8.4
CN(C)C(CNc1nc2c(c(=O)[nH]c(=O)n2C)n1C)c1ccco1 (stereo unspecified) | -6.7
COc1cc(C)c(C(C)C)cc1S(=O)(=O)NCc1ccc2c(c1)OCO2 | -1.9
COCC1CCCN(C(=O)c2ccc(N(C)Cc3ccsc3)nc2)C1 (stereo unspecified) | -3.4
Cn1cccc1C1CCCN1CC(=O)Nc1c(F)cccc1F (stereo unspecified) | -3.4
Cc1cccc(NS(=O)(=O)c2ccc(F)cc2[N+](=O)[O-])c1C | -5.3
C1CCC(CNC2CCCN(Cc3noc(C4CC4)n3)C2)OC1 (stereo unspecified) | -2.4
COc1cc(S(=O)(=O)NCc2ccc3c(c2)OCO3)ccc1Cl | 2.2
COC1C=CC(CNC(=O)c2cc3c(=O)n4cccc(C)c4nc3n2C)(OC)O1 (stereo unspecified) | -5.1
C/C=C(/C)C(=O)O[C@@H]1Cc2c(ccc3ccc(=O)oc23)OC1(C)C | -8.3
Cc1cccc(NC(=O)CNC(=O)c2cnc3c(cnn3C(C)C)c2)c1C | -7.1
O=C(O)c1coc(CN(Cc2cccc(F)c2)Cc2ccco2)n1 | -5.5
Cn1c(=O)c2cn3c(c2n(C)c1=O)C(c1ccccc1)CC(c1ccccc1)=N3 (stereo unspecified) | -25.3
COCCC1CN(C(=O)c2cc(C)nc(C)n2)CCO1 (stereo unspecified) | -20.3
Clc1ccc(-c2nnc(-c3cccnc3)o2)cc1 | -7.2
CC1=NN(C(=O)c2cccs2)C(O)(c2ccccc2)C1 (stereo unspecified) | -12.0
CC(C)N1CCCC(C)(C(=O)Nc2nc3ccccc3[nH]2)C1 (stereo unspecified) | -6.2
CS(=O)(=O)N1CCC(N2CCCC2c2ccccn2)CC1 (stereo unspecified) | -2.4
Cc1oc(C(C)(C)C)cc1C(=O)NCCNc1c(Cl)cccc1[N+](=O)[O-] | -23.9
Cc1cccnc1NC(=O)C1CCCN(C(=O)c2n[nH]c3ccccc23)C1 (stereo unspecified) | -0.3
Cc1nc(N=C(N)NC(=O)N2c3ccccc3Sc3ccccc32)nc2ccccc12 | -5.6
C[C@@H]1[C@@H](OC(=O)NCCc2ccccc2)C[C@H]2C[C@@H]1C2(C)C | -10.8

Carrying on.
SMILES	mcGAS MS inh
C=C(C)CSc1nc2c(c(=O)[nH]c(=O)n2C)n1Cc1ccccc1Cl	-5.6
Cc1ccc(C(=O)N2CCN(Cc3ccc4c(c3)OCCO4)CC2)cc1F	-1.2
CC1CN(CC(=O)NCc2ccccc2)c2ccccc2S1 (stereo unspecified)	-14.8
O=C(c1ccc(N2CCCS2(=O)=O)cc1)N1CCN(S(=O)(=O)c2cccc(F)c2)CC1	-5.6
COc1ccccc1-n1c(CNC(=O)c2cccs2)nnc1SCC(=O)Nc1cc(C(F)(F)F)ccc1Cl	-11.0
O=C(CC1S/C(=N/N=C2CCCC2)NC1=O)Nc1ccccc1 (stereo unspecified)	-29.5
CC(=O)N[C@H]1CCN(C(=O)c2cccc(-c3cccc(F)c3)c2)C1	-23.1
CCCCN(Cc1ccc(F)cc1)C(=O)C1(N)CC1	-1.9
